UPR CHOP act: apoptotic UPR (CHOP) activation; CHO-CHOP luciferase reporter, luminescence; percent of tunicamycin response over DMSO baseline; activation, % at 10 µM; hit rate 0.34% among 330,000;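 active = at 10 µM dose, activation of 40% or more, normalized to positive control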;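 note: 100% = tunicamycin at 10 µg/mL and 0% = DMSO alone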
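Assay system: CHO-CHOP cells, stable luciferase reporter of PERK-eIF2a-CHOP signalling / Buffer or medium: F12 plus 10% serum / Compound dosing: one dose, 10 µM in 0.5% DMSO / Times: 6 h compound treatment, 37 °C / Technique: luciferase luminescence / Read-out: % reporter activation, DMSO baseline versus tunicamycin full activation / Benchmarks: tunicamycin and DMSO controls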
697 NFkB inh: inhibitors of the PMA/ionomycin-induced NF-kB reporter in 697 B cells | 697 B-cell NF-kB luciferase reporter, 16 h | inhibition, % at 4 µM | hit rate 0.33% among 330,000 | AID 435022; in the data active = inhibition above about 35%
CXCR6 block: blocks human CXCR6 beta-arrestin recruitment; O00574; CHO-K1 PathHunter CXCR6 beta-arrestin, luminescence; hit rate 0.36% among 360,000; inhibition, % at 20 µM; in the data active = inhibition above about 34%, passing the limit was not always enough;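 note: antagonist mode with CXCL16 agonist at 10 nM final; 0% = 10 nM CXCL16 with DMSO and 100% = unstimulated wells without agonist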
Target sequence (O00574 whole entry, looked up): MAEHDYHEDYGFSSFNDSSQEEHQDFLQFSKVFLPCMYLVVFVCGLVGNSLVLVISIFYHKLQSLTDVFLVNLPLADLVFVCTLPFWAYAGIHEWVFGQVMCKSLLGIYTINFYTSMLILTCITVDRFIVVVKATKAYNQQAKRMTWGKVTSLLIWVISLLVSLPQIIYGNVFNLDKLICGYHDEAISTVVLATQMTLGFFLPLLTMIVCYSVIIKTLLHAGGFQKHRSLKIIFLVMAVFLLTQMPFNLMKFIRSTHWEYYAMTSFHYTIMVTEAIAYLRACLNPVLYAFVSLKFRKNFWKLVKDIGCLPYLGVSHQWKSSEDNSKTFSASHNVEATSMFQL
CCR6 antag: CCR6 (human) receptor antagonism | CHO-K1 CCR6 PathHunter beta-arrestin, luminescence, CCL20-stimulated | AID 493098 | P51684 | inhibition, % at 20 µM | hit rate 0.49% among 340,000;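 active = compounds whose inhibition of the agonist-driven luminescence signal at 20 µM reaches about 50%, limit read from the data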;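 note: cells stimulated with CCL20 at 14 nM final; plate controls were DMSO with CCL20 for no effect and DMSO without agonist for full effect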
Target sequence (P51684 whole entry, looked up): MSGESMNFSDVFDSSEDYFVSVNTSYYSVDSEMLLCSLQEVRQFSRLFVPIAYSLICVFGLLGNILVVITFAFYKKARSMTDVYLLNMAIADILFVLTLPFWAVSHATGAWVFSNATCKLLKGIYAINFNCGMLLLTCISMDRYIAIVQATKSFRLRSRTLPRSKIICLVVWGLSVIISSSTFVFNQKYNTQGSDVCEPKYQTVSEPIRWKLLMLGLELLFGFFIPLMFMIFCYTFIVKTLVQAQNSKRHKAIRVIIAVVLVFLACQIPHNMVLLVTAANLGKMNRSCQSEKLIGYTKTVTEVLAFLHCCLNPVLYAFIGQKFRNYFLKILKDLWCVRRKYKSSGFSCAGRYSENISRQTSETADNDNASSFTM
Jurkat NFkB inh: inhibitors of the PMA/ionomycin-induced NF-kB reporter in Jurkat cells; PMA/ionomycin-induced NF-kB luciferase reporter, luminescence; hit rate 0.53% among 330,000; inhibition, % at 4 µM; in the data active = inhibition above about 50%
Mdm2 MdmX PPI: disrupts the human Mdm2-MdmX interaction. O15151+Q00987. SaOS-2 split-luciferase Mdm2/MdmX complementation, luminescence. inhibition, % at 8 µM. hit rate 3% among 330,000;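 active = inhibition of at least 50% at 8 µM in the primary screen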
XBP1 UPR activ: activators of adaptive arm of unfolded protein response (XBP1) | CHO-XBP1 luciferase reporter, IRE1-XBP1 UPR activation, luminescence; percent of tunicamycin response, DMSO as zero | activation, % at 20 µM | hit rate 0.33% among 330,000 | AID 463104;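 active = versus positive control, 20 µM dose yields 30% or more activation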;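 note: 100% = tunicamycin at 10 µg/mL and 0% = DMSO only wells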
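Assay system: CHO-XBP1 luciferase reporter cells; Schedule: 6 h treatment, 37 °C; Detection: glow luminescence from Steady-Glo reagent; Benchmarks: high control tunicamycin 10 µg/mL final, low control DMSO vehicle only.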
EBI2 antag: antagonists of human EBI2 receptor | P32249 | EBI2 beta-arrestin recruitment, luminescence, 7a,25-OHC stimulated | inhibition, % at 5 µM | hit rate 0.81% among 360,000 | AID 651636; in the data active = inhibition above about 38%;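 note: enzyme fragment complementation signal reports receptor beta-arrestin coupling in cells; 0% = agonist plus DMSO wells and 100% = wells without agonist; some results beyond the cut were filed as inactive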
Gli-Sufu antag: Gli-Sufu pathway antagonism; Sufu-KO-LIGHT fibroblasts, Gli luciferase reporter luminescence; inhibition, % at 5 µM; hit rate 0.74% among 340,000;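 active = inhibition above about 55%, limit read from the data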;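 note: 0% = DMSO-treated cells and 100% = wells with medium but no cells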
* = called active by the depositor; . = no result given.

Structure,UPR CHOP act,697 NFkB inh,CXCR6 block,CCR6 antag,Jurkat NFkB inh,Mdm2 MdmX PPI,XBP1 UPR activ,EBI2 antag,Gli-Sufu antag
Cc1nnsc1-c1nnc(SCC(=O)c2ccc(C#N)cc2)n1C1CC1,0.0,-20,1,-1,-9,0,0,-1,0
Cc1ccc2nc(SCC(=O)N(CC(C)C)c3c(N)n(Cc4ccccc4)c(=O)[nH]c3=O)[nH]c2c1,0.3,1,3,13,2,13,-2,10,5
CNC(=S)/N=C/NOCc1ccc(Cl)cc1Cl,-1.3,-27,-18,-5,4,23,-1,-5,52
COc1ccc(CCNC(=O)c2ccccc2OCc2ccccc2)cc1,0.0,-8,2,32,13,42,-6,9,5
COc1ccc(NC(=O)[C@H](C)NC(=O)[C@@H]2Cc3ccccc3CN2C(=O)OC(C)(C)C)cc1,1.2,10,7,10,22,9,-2,8,4
O=C(COC(=O)Cc1cccc(C(F)(F)F)c1)NC(=O)NC1CCCC1,2.7,-2,0,0,-15,-10,-2,-6,5
Cc1nn(-c2ccccc2)c(C)c1-c1nnc(C(F)(F)F)o1,0.8,-20,-9,-5,11,8,-6,3,3
Cc1cc(S(=O)(=O)NC2CCCCC2)ccc1-n1cnnn1,1.6,-14,-5,-2,-5,0,1,6,14
Cc1ccc(NC(=O)COC(=O)CCc2nc3ccccc3c(=O)[nH]2)c(Br)c1,0.0,20,2,9,-6,-3,-1,15,-18
CC1CCN(C(=O)c2ccc(NC3=C(Cl)C(=O)N(Cc4ccccc4)C3=O)cc2)CC1,9.1,-1,14,29,16,58*,-5,20,-6
CCCCC(C(=O)NC(C)(C)C)N(Cc1ccco1)C(=O)c1snc(C(N)=O)c1N (configuration not stated),1.8,-3,-4,5,12,9,0,2,-6
Cc1nc2sc(C(=O)O)c(N)c2c2c1COC(C)(C)C2,-1.1,-41,-4,-9,-7,3,0,5,-28
Cn1c(=O)c2ncn(C)c2n(C)c1=O,.,.,-1,-3,.,.,.,-8,0
CCN(C(=O)COC(=O)C1CCN(S(=O)(=O)c2ccc(C)c(C)c2)CC1)C1CCCCC1,-1.9,-2,-6,19,-16,2,-1,12,-11
COC(=O)c1cc(NC(=O)c2cc(-c3ccccc3Cl)oc2C(F)(F)F)ccc1N1CCOCC1,-0.1,4,16,28,-5,36,0,11,4
CC1CCC(CC(=O)O)(C(=O)O)CC1 (configuration not stated),.,.,3,4,.,.,.,7,-5
COc1ccc(-c2cc(C(F)(F)F)nc(SCC(=O)NCCCN3CCOCC3)n2)cc1,3.0,2,21,-7,-1,-6,8,-9,-3
COC(=O)c1cn(C(=O)c2ccc(Cl)cc2)c2ccccc12,0.0,-6,8,-12,-10,11,2,-8,0
Cc1cc(Cl)c(S(=O)(=O)NCc2cccnc2)cc1OCC(N)=O,-1.4,7,2,-12,-3,-6,-2,-15,-8
CN(C)c1ccc(N=Nc2ccccc2C(=O)OCC(=O)N2CCCCCC2)cc1,3.7,-6,21,40,-7,2,4,13,-25
CC1(OC(=O)C2CCCC2)C(=O)C=C2C=C(c3ccc(C#N)cc3)OC=C2C1=O (configuration not stated),.,.,-10,26,.,.,.,0,14
CCCC1C2C(=O)N(c3ccccc3OC)C(=O)C2ON1c1ccccc1 (configuration not stated),0.0,-12,-2,15,1,-1,-1,2,20
CC(NC(=O)c1cccs1)c1ccccc1 (configuration not stated),2.0,15,6,14,12,0,0,-5,-6
COc1ccccc1CNC(=O)c1cnc2ccccn2c1=O,-0.6,8,2,5,0,-6,-1,-4,-2
C(=C\c1ccccc1)/CSc1nnc(-c2cccnc2)n1Cc1ccco1,0.3,-27,7,17,-3,-6,-4,14,10

Ordered by molecular weight (smallest number first): part of the list above
Structure,UPR CHOP act,697 NFkB inh,CXCR6 block,CCR6 antag,Jurkat NFkB inh,Mdm2 MdmX PPI,XBP1 UPR activ,EBI2 antag,Gli-Sufu antag
Cn1c(=O)c2ncn(C)c2n(C)c1=O,.,.,-1,-3,.,.,.,-8,0
COc1ccc(CCNC(=O)c2ccccc2OCc2ccccc2)cc1,0.0,-8,2,32,13,42,-6,9,5
O=C(COC(=O)Cc1cccc(C(F)(F)F)c1)NC(=O)NC1CCCC1,2.7,-2,0,0,-15,-10,-2,-6,5
Cc1nnsc1-c1nnc(SCC(=O)c2ccc(C#N)cc2)n1C1CC1,0.0,-20,1,-1,-9,0,0,-1,0

(continued)
Structure,UPR CHOP act,697 NFkB inh,CXCR6 block,CCR6 antag,Jurkat NFkB inh,Mdm2 MdmX PPI,XBP1 UPR activ,EBI2 antag,Gli-Sufu antag
COc1ccc(Cl)cc1S(=O)(=O)N1CCC(C(=O)N2CCOCC2)CC1,-2.1,-7,-1,8,9,20,-3,-6,-8
CCN(CC)c1ccc(C2NC(=O)c3ccccc3N2)cc1 (configuration not stated),.,.,-13,7,.,.,.,6,-67
CC(Cl)c1cc(-c2ncc(C(F)(F)F)cc2Cl)no1 (configuration not stated),3.7,8,-5,-2,13,6,3,-15,3
Cc1cc(OCC(=O)N2CCOCC2)ccc1NC(=O)C1CCCCC1,1.0,23,2,-6,5,5,-2,-8,5
CCOC(=O)CNC(=O)CSc1nnc(-c2ccc(OC)cc2)n1CC,0.7,3,-13,3,-10,19,0,-1,7
Cc1cc(Cl)ccc1OCC(=O)N1CCCN(C(=O)COc2ccc(Cl)cc2C)CC1,3.2,8,2,0,9,25,-5,43,10
N#Cc1sc(NCc2ccccn2)nc1Cl,0.1,2,-7,-1,3,28,-3,-3,7
Cc1cccc(NC2SC(=O)NC2=O)c1 (configuration not stated),1.0,0,-8,8,-8,-15,-3,-2,1
O=C(OCc1cc2ccccc2[nH]c1=O)c1cccs1,0.3,14,4,9,-7,16,-1,-14,-1
CC1(C)C2CC=C(/C=N/NC(=O)C(N)=O)C1C2 (configuration not stated),1.4,11,-6,-1,16,0,-2,6,5
CCc1cc(C(c2ccncc2)N2CCN(C)CC2)c(NC(=O)c2ccccc2)s1 (configuration not stated),3.6,-1,8,12,4,-7,0,11,1
O=C(CN1CCC(n2nnc3cc(F)ccc32)CC1)NCc1ccco1,0.0,-10,1,8,-4,-28,-1,-3,14
CCn1c(CO)nc2c1c(=O)[nH]c(=O)n2Cc1ccccc1,1.6,8,46*,64*,-5,-23,3,15,-16
CC1CCCN(S(=O)(=O)c2ccc(NC(=O)CN3C(=O)NC(C)(c4ccccc4)C3=O)cc2)C1 (configuration not stated),1.1,-27,5,1,19,18,0,-9,-4
CCn1cc(S(=O)(=O)Nc2cccnc2)cn1,-0.7,-25,-1,-3,3,-15,-4,-5,1
O=C(NC1(C(F)(F)F)NC(=O)N(Cc2cccnc2)C1=O)c1ccncc1 (configuration not stated),-2.2,10,0,10,-4,14,-1,1,0
COCCCN1CN(S(=O)(=O)c2ccc(Cl)cc2)c2nc3ccccc3nc21,-1.4,11,-8,-13,-21,-25,-2,-2,2
Cc1c(-c2ccc(Cl)cc2Cl)nc2ccccc2c1C(=O)NCCN1CCOCC1,1.9,-6,1,0,16,15,-2,7,7
O=C(NCCc1ccccc1F)N[C@@H](Cc1ccccc1)C(=O)O,0.0,15,1,4,-2,14,-7,4,-1
COc1ccc(N2CCN(CCCNS(=O)(=O)c3c(C)noc3/C=C/N(C)C)CC2)cc1,0.4,6,.,.,-5,-1,-3,.,.
CCCN(CCC)S(=O)(=O)c1ccc(C(=O)Nc2nnc(-c3cccc(OC)c3)o2)cc1,5.3,-64,17,18,-13,44,4,-2,21
CCOC(=O)N1CCC(NC(=O)CCc2nc(-c3ccccc3F)no2)CC1,-1.7,11,4,3,-1,3,0,-7,5
COc1ccc(OCC(=O)O/N=C(\N)Cc2cccs2)cc1,1.5,-21,-6,-20,-10,7,-1,1,-15
Cc1nnc(SCC(=O)N(C)Cc2ccccc2)[nH]c1=O,-2.4,11,-2,-13,-8,-6,-2,-13,-7
COc1cccc(CN2CCN(C3CCN(c4ccccc4C)CC3)CC2CCO)c1 (configuration not stated),-2.4,-15,14,12,7,21,-2,-4,34
Cc1ccc(CN2CC(C(=O)Nc3ccc(C)c(S(=O)(=O)N4CCCCC4)c3)CC2=O)cc1 (configuration not stated),.,.,7,8,.,.,.,21,20
CCN(CC)CCN(Cc1cc2cc3c(cc2[nH]c1=O)OCCO3)C(=O)NC1CCCCC1,-0.6,-20,2,-7,-40,26,4,-8,11
O=C(Oc1cccc2c(O)cccc12)c1ccccc1,6.2,-56,-8,-6,-1,35,11,-4,29
CC(C)=C(NC(=O)c1ccccc1)C(=O)N/N=C/c1ccc(O)cc1,6.0,-22,6,4,-14,-17,2,-19,-15
CC1CCCN(C(=O)C2CCN(c3ncnc4c3nc3n4CCCCC3)CC2)C1 (configuration not stated),2.2,7,-5,1,-4,22,-3,6,10
CN=C(Nc1cc(Cl)ccc1Cl)SC1CC(=O)N(c2ccc(C(=O)OC)cc2)C1=O (configuration not stated),-0.9,5,-10,23,-5,32,-4,0,8
O=C1COC(c2ccccc2)=CN1Cc1ccccc1,0.4,26,-11,9,7,11,-1,2,-7
CN(C)c1ccc(S(=O)(=O)N2CCCCC2)cc1NC(=O)C1CSC2(C)CCC(=O)N12 (configuration not stated),0.8,-8,2,5,1,-27,-1,11,2
CCC(C)(C)NC(=O)c1ccc2c(c1)OCCO2,5.4,-6,7,5,2,-24,1,-4,3
Oc1c(Cl)c(Cl)c2ncccc2c1Cl,.,.,-6,-2,.,.,.,-12,6
Cc1nn(CCO)c2ncc(C(=O)c3cc(Cl)ccc3O)cc12,1.0,1,1,16,3,3,0,-6,7
COc1ccc(-c2nn(-c3ccccc3)cc2/C=C/C(=O)N(C)CC(=O)Nc2cccc(F)c2)cc1OC,.,.,8,8,.,.,.,35,8
COc1cc(OC)c2c(c1)OC(=O)CC2c1ccc(C)cc1 (configuration not stated),3.1,10,2,29,.,7,0,4,-6
Cc1cccc(C(=O)N(CCc2ccccc2)Cc2ccccc2)c1[N+](=O)[O-],0.2,-1,-13,17,0,27,3,13,20
Cc1cccc(C(=O)NCC(=O)OCC(=O)c2ccc(Br)s2)c1,1.1,2,5,22,-8,13,0,-1,1
CN1CCN(Cc2cc(=O)oc3cc4c(cc23)CCC4)CC1,-0.3,1,5,2,-4,8,-1,-6,6
NC(=NC(=O)c1ccccc1)N1CCOCC1,-1.3,-20,-5,-7,3,-4,2,-5,-7
Cc1ccc(NC(=O)CCN2C(=O)CSC2=O)cc1,1.0,-6,-2,-16,2,8,-7,1,-3
Cc1ccccc1C(=O)Nc1cccc(N)c1,5.6,13,-8,5,-18,-2,0,-5,-6
CCN(Cc1ccc(C#CCCO)cc1)CC1CCCN(CCc2cccc(F)c2)C1 (configuration not stated),1.0,-13,15,20,-4,27,-5,-6,19
COCC(C)NCc1ccc(OC)c(Br)c1 (configuration not stated),-2.9,11,0,8,6,23,-5,13,-6
Cc1cccnc1NC(=O)CCCN1C(=O)c2ccccc2C1=O,-1.0,-12,1,2,-4,-12,0,-9,-2
